# D2 agonist: agonists of human D2 dopamine receptor; HEK293 T-REx D2 cells, calcium flux agonist mode; 340,000 compounds, 0.53% hits; activation, % at 2 µM; P14416;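 active = activation over 3 SD above normal in the single-dose calcium agonist read, cut at about 30% in these data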; also: 0% is about no effect
#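 HEK293 Trex D2 cells, tetracycline-induced, o/n 30 C 5% CO2; no-wash Ca dye, RT 30–90 min; 10-cycle baseline, 23 nl cpd added, kinetic Ca read 180 s; agonist hits = positive Ca response.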
# TrxR1 substrate: rat thioredoxin reductase 1 substrate activity; Potency, µM (doses to about 114 µM), without a hit: at the highest dose activity change, negative = substrate turnover; 390,000 compounds, 0.01% hits; AID 588456; purified TrxR1 substrate turnover, NADPH consumption readout; also: potency is read from the fitted curve at half-maximal effect; % is scaled to controls: 0 for no effect and ±100 for the full control effect; nearly all actives have a fitted effect of over 50% in size
#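 Rat TrxR1, dispensed at 90 nM, was prereduced with 400 uM NADPH (final) for 5 min at ~22 deg C, then incubated with compound 15 min before 400 uM selenite. A first-read NADPH fluorescence drop versus no-compound background flagged substrates.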
# D2 antagonist: D2 dopamine receptor (human) antagonism; P14416; HEK293 TREx D2 cells, calcium flux, dopamine EC80; inhibition, % at 10 µM; 340,000 compounds, 2% hits; AID 485344; in the data active = inhibition above about 30%; also: 0% is about no effect
#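 Overnight-induced (tetracycline, 30 C) HEK293 T-REx cells carrying force-coupled D2 receive a no-wash calcium dye, then compound, then EC80 dopamine at 180 s; signals are read kinetically throughout.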
# TRHR PAM: allosterically enhances the human TRH receptor. TRHR cells, fluo-8 calcium fluorescence, EC20 TRH enhancement. 360,000 compounds, 0.66% hits. enhancement, % at 2 µM; in the data active = enhancement above about 30%; also: 0% is about no effect
# Target sequence (P34981 whole entry, looked up): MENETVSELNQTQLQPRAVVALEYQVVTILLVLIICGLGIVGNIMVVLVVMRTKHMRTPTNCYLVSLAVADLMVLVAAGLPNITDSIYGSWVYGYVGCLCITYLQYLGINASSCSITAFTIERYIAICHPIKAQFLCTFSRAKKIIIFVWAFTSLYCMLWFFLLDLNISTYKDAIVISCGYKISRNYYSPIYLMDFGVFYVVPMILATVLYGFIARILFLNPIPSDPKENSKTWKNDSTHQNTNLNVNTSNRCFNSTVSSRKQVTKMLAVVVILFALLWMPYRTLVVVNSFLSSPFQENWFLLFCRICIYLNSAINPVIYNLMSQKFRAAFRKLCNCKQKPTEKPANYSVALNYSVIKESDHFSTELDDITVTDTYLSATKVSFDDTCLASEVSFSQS
#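 TRHR-expressing cells loaded with fluo-8 calcium dye were read kinetically (ex 480/em 530) during compound addition, then stimulated with an EC20 of TRH (10 nM final). Enhancement of the Gq-mediated intracellular calcium response was scored.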
# mIDH1 inhibitor: inhibitors of human mutant IDH1 R132H; O75874; IDH1-R132H enzyme, NADPH consumption, diaphorase/resazurin fluorescence; Potency, µM (titrated, usually from 76.6 µM), inactives show top-dose activity change, negative = inhibition, usual class: inhibitors; 390,000 compounds, 0.093% hits; also: potency is read from the fitted curve at half-maximal effect; % is scaled to controls: 0 for no effect and ±100 for the full control effect; nearly all actives have a fitted effect of over 65% in size
#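 IDH1-R132H (0.5 ug/mL) preincubated 30 min with compound, then NADPH (0.016 mM) and alpha-KG (2 mM) added; 80 min at RT, pH 7.5. Remaining NADPH coupled via diaphorase/resazurin to fluorescence (540/590 nm); concentration-response curves normalized to no-enzyme control.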
# rTrxR1 inhibitor: inhibitors of rat thioredoxin reductase 1 | O89049 | recombinant rTrxR1, NADPH fluorescence consumption, selenite substrate | Potency, µM (highest dose often 114 µM), for inactives: at the highest dose activity change, negative = inhibition, hits mostly inhibitors | 390,000 compounds, 1% hits | AID 588453; also: potency is read from the fitted curve at half-maximal effect; % is scaled to controls: 0 for no effect and ±100 for the full control effect; nearly all actives have a fitted effect of over 65% in size
#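 Rat TrxR1 (90 nM in the dispensed reagent) was pre-reduced with 400 uM NADPH for 5 min at room temperature, then incubated with compound for 15 min. After 400 uM selenite was added, NADPH fluorescence (Ex 340/Em 450 nm) was followed for 8 min.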
# USP1-UAF1 inh: USP1/UAF1 (human) deubiquitinase inhibition; Potency, µM (doses to about 57.1 µM), for inactives: at the highest dose activity change, negative = inhibition, most hits filed as inhibitors; recombinant USP1/UAF1, Ub-Rhodamine cleavage fluorescence; AID 743255; 390,000 compounds, 0.23% hits; also: potency is read from the fitted curve at half-maximal effect; % is scaled to controls: 0 for no effect and ±100 for the full control effect; nearly all actives have a fitted effect of over 60% in size; inactives centre near -12
#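 USP1/UAF1 complex at 1 nM was preincubated with compound for 15 min at room temperature, then Ub-Rho substrate (150nM final) was added. Fluorescence (480/540 nm) was read kinetically, 6 reads every 60 seconds.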
# TRHR ag: TRH receptor (human) agonism | P34981 | TRHR cells, calcium flux fluo-8, FDSS agonist mode | activation, % at 2 µM | 360,000 compounds, 0.18% hits; in the data active = activation above about 30%; also: 0% is about no effect
#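 Agonist-mode FDSS calcium read (Ex 480/Em 530, 1 s cycles) in 1536-well TRHR cells with fluo-8 dye, after 10-cycle baseline and 23 nL compound addition; TRH at EC20 (10 nM final) added afterwards for the enhancer phase.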
# Pin1 inh: inhibitors of human Pin1. Q13526. Pin1 FP peptide displacement, HiFluor488, 10 min. Potency, µM (highest dose often 115 µM), without a hit: at the highest dose activity, negative = inhibition, most hits filed as inhibitors. 390,000 compounds, 0.009% hits. AID 504891; active = well fitted inhibition curve with a large enough effect in the polarisation, with a control signal flat, not every such curve was filed as active; inconclusive = small, poorly fitted or top-dose-only effect, or effect the other way, or a change in a side signal; inactive = no such curve, though single readings can be large or run the other way; the % refers to the polarisation; also: potency is read from the fitted curve at half-maximal effect; % is scaled to controls: 0 for no effect and ±100 for the full control effect
# Target sequence (Q13526 whole entry, looked up): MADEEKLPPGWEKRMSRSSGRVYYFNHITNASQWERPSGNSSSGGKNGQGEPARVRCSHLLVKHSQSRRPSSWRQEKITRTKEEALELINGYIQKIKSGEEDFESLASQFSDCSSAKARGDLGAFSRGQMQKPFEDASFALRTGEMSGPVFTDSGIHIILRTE
# Active calls of the source: *; ? = inconclusive; · = no result given; & = joins results of further samples; [ ] = another dose, or the depositor's remark. Unless noted, calls follow the shape of the dose curve; as a rule, active = well fitted inhibition curve with a large enough effect; inconclusive = small, poorly fitted or top-dose-only effect; inactive = no such curve, though single readings can be large or run the other way.
canonical_smiles,D2 agonist,TrxR1 substrate,D2 antagonist,TRHR PAM,mIDH1 inhibitor,rTrxR1 inhibitor,USP1-UAF1 inh,TRHR ag,Pin1 inh
O=C1OC(/C=C/c2ccccc2)=NC/1=C/c1ccco1,1.0,-20%[57.1 µM],4,1,3%,-41%,-20%,1.1,1%
CC(C)(C)CC(=O)N1CCC(c2nc3c(nnn3Cc3c(F)cccc3Cl)c(=O)[nH]2)CC1,-0.7,-9%,5,-3,-5%,5%[57.1 µM],-7%,0.7,3%
C1CC(=NN=C2CCSCC2)CCS1,·,2%,·,·,5%,13%,-16%,·,-1%
O=C(NCC1CCN(Cc2ccccc2F)CC1)Nc1ccc(F)c(Cl)c1,0.6,-3%,·,-8,1%,6%,?,1.5,6%
Cc1ccc(C(=O)C2=C(O)C(=O)N(c3ncccn3)C2c2ccc(F)cc2)o1 (centres undefined),-0.6,0%[11.4 µM],-5,-1,6%,15%[11.4 µM],?,0.5,-3%
CC1CCCC(NC(=O)CN2C(=O)NC(c3ccccc3)(c3ccccc3)C2=O)C1C (centres undefined),0.1,-12%,12,-7,3%,-9%,-19%,-0.2,-1%
Cc1c(Br)c([N+](=O)[O-])nn1CCCC(=O)NC(C)c1ccccc1 (centres undefined),0.0,-6%,-6,6,-1%,6%,-11%,0.5,-1%
Cc1cccc(NC(=O)NNC(=O)c2ccc3ccccc3c2O)c1,-0.1,41%[activator],1,8,15%,31%,-31%,0.1,3%
COc1cccc(C(=O)NC2CCN(CC(=O)Nc3cccc(C)c3C)CC2)c1,-0.3,-7%,-11,3,-1%,15%[57.1 µM],-4%,-2.2,-5%
CC(=O)c1c(C)nn(C(=O)c2cccs2)c1C,-0.1,3%[57.1 µM],-1,4,-4%,-13%[57.1 µM],-12%,-0.5,-5%
CC[C@@H](C)[C@H](NC(=O)CNC(=O)Cc1c(C)c2c(cc(C)c3c(C)coc32)oc1=O)C(=O)O,0.0,120%[activator],-8,4,2%,-19%,6%,-0.5,7%
COc1ccc2c(c1)CCc1c(C(=O)Nc3c(C)nn(Cc4ccccc4Cl)c3C)noc1-2,-0.3,5%,·,5,19%,-5%,-10%,-0.9,7%
Cc1cccc(NC(=O)CN2C(=O)N/C(=C/c3ccc(-c4cccc(C(=O)O)c4C)o3)C2=O)c1,0.6,-6%,-5,1,-3%,-8%,-20%,-0.3,1%
Oc1c(Cl)cc(Cl)cc1CNc1ccc(Br)cn1,-0.4,-6%,17,8,-2%,-6%,-20%,0.9,-1%
CCOCc1c(C(=O)NCc2ccccc2CN2CCCC2)oc2ccccc12,0.0,4%,-9,10,6%,4%,-18%,-1.1,12%
COc1ccc(NC(=O)CSc2nc(-c3ccccc3)nc3cc(=O)[nH]n23)cc1,0.1,6%[57.1 µM],·,1,-12%,20%[57.1 µM],-21%,-0.1,?
CCOc1ccc(OCC)c(NC(=O)c2cc(CN3CCOCC3)on2)c1,-0.1,6%[57.1 µM],·,7,-5%,22%[57.1 µM],0%,-0.2,0%
O=C(O)CC1=C(Nc2ccccc2)C(=O)N(c2ccccc2)C1c1ccc(F)cc1 (centres undefined),0.6,0%,-4,-4,-4%,-24%,-16%,0.0,1%
O=C(COC(=O)C1CC1)Nc1ccc2c(c1)OCO2,-0.5,-2%[57.1 µM],4,3,7%,27%[57.1 µM],8%,0.9,1%
CC1CN(C(C)C)C(=S)N(c2ccccc2)C1=O (centres undefined),·,-6%,·,·,-5%,-15%,-9%,·,-6%
CSc1nnc(-c2ccccc2)c(=O)[nH]1,-0.2,-7%,17,7,2%,9%[57.1 µM],-2%,0.7,0%
O=C(COc1cccnc1[N+](=O)[O-])NCCc1ccc(Cl)cc1,2.4,5%[57.1 µM],7,20,3%,25%[57.1 µM],-15%,-0.1,0%
Cc1ccc(S(=O)(=O)N2CCCCC2)cc1C(=O)NCc1ccncc1,-1.3,5%,-11,-4,-4%,18%,5%,-0.1,-13%
COc1ccc2c(C)nc(Nc3nc(C)cc(C)n3)nc2c1,0.2,9%,25,-1,5%,19%,-7%,-0.1,30%[activator]
CC(CNC(=S)Nc1cc(F)cc(F)c1)CSc1ccc(Cl)cc1 (centres undefined),3.8,7%,14,-3,3%,14%,-11%,2.4,-9%
CC1(C)OC(c2ccccc2)=C/C(=C/C=Nc2ccccc2)O1,·,3%[57.1 µM],·,10,7%,-8%[57.1 µM],-20%,-0.3,?
CN(CC(=O)Nc1ccc(F)c(F)c1F)C(=O)C1CCC1,-0.2,-1%,-9,-12,-4%,13%,-8%,-0.2,-8%
Cc1cc(NC(=O)CSc2nnc(COc3cccc(C)c3C)n2C)no1,0.4,7%,6,-2,4%,24%,-6%,-0.4,-8%
O=C1C=C(c2ccccc2)CC(/C=C/c2ccccc2)C1 (centres undefined),-0.8,-12%,-10,-5,6%,-15%,-13%,0.5,0%
COc1cccc(N2CCN(c3ncnc4c3c(-c3ccccc3)cn4-c3ccc(F)cc3)CC2)c1,-0.3,7%[57.1 µM],·,-5,-3%,31%[57.1 µM],-17%,-0.2,0%
NC(=O)c1c(NC(=O)c2ccccc2)sc2c1CCc1ccccc1-2,0.2,33%[activator],-4,-1,1%,29%,-11%,-0.3,-6%
CCN(CC)C(=O)CSc1nnc2ccc3ccccc3n12,2.3,3%,·,3,-6%,19%,-18%,0.5,-3%
CCOc1ccc2oc(=O)cc(CN3CCN(Cc4ccccc4)CC3)c2c1,-1.5,8%,13,-9,7%,9%,-25%,0.3,-6%
Cc1ccc(C(=O)Nc2ccnc(-c3cccnc3)n2)cc1,-2.0,2%,15,1,0%,26%,-7%,-0.1,-4%
CC(C)(C)n1nnnc1CN(Cc1ccc(F)cc1)Cc1ccco1,-0.4,-7%,-3,-4,18%,-14%,-15%,0.3,6%
CCOc1ccc(-n2c(C)nc3cc(C(=O)NCCCN4CCOCC4)ccc32)cc1,0.5,15%[57.1 µM],-5,3,-4%,12%[57.1 µM],-11%,0.6,-3%
CC(C)C(NC(=O)c1c(F)cccc1F)C(=O)N1CCN(S(=O)(=O)/C=C/c2ccccc2)CC1 (centres undefined),·,5%,·,0,-3%,16%,-17%,-0.9,-2%
Cn1c(Nc2ccc(Cl)cc2)cc(=O)n(C)c1=O,-3.8&0.0,1%&7%,5,-4&3,3%&-12%,?,?,-2.5&-0.2,5%&1%
COC(=O)C(Cc1ccccc1)NC(=O)c1ccc(C)cc1 (centres undefined),0.0,-1%,-5,-2,3%,27%,4%,-0.8,-7%
CCNC(=S)NNC(=O)c1cccc(Br)c1,-0.5,-4%,-19,-1,0%,?,10%,0.1,6%
Cc1ccc(C)c(S(=O)(=O)c2nnn3c2nc(Nc2ccc(C)c(C)c2)c2ccccc23)c1,-0.2,3%,·,1,20%,14%,-6%,0.0,2%

# Bioassay records as filed in PubChem BioAssay.

# A portion of the library (hit frequency here may not be typical).
